AddAB inh: less growth of phage-infected E. coli with AddAB; E. coli expressing H. pylori AddAB, absorbance growth; AID 435030; actives 0.29% (n = 330,000); inhibition, % at 11.9 µM; in the data active = inhibition above about 12%;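 also: 0% = vehicle wells of infected cells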
Pemphigus Ab inh: blocks pemphigus antibody binding to human desmoglein-3; DSG3-coupled beads, scFv-anti-DSG3-GFP binding, flow cytometry; active compounds read low; P32926; actives 0.48% (n = 310,000); binding (percent of control), % at 10 µM;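 active = binding more than 3 SD below its plate's average and above zero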;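 also: hits lower antibody fragment binding to DSG3; some compounds called inactive have numbers as strong as hits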
Target sequence (P32926 whole entry, looked up, the tested form may be a part): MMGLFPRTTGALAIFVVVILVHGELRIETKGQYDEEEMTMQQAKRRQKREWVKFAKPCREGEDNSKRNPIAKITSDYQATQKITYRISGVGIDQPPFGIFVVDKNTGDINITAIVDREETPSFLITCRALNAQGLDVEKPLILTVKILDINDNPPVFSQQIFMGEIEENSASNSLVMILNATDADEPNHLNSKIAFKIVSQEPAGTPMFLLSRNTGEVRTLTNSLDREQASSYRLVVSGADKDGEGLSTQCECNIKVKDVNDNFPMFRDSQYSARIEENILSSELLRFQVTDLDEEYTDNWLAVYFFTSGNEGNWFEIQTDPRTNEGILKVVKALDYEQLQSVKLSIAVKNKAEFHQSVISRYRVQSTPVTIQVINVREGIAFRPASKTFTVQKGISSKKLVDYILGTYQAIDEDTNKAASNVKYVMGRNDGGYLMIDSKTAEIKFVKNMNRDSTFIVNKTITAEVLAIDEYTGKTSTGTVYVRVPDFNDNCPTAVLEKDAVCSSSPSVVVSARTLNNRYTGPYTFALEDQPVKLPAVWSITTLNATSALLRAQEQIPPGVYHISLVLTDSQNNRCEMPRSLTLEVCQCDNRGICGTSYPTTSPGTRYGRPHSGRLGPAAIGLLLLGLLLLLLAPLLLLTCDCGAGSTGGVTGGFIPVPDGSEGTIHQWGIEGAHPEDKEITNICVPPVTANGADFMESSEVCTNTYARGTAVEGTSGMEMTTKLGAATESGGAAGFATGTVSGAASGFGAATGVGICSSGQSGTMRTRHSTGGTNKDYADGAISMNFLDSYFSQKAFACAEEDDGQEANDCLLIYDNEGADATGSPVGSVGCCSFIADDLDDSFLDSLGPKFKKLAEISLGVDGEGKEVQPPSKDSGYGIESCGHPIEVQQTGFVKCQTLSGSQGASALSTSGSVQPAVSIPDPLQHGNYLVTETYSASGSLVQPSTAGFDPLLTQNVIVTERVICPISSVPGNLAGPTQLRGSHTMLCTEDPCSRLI
Arrestin-AP2 inh: blocks beta-arrestin peptide binding to AP2 adaptin | FITC-arrestin peptide / GST-AP2 beads, flow cytometry; AP2 beta2 appendage carries R879A mutation | actives 0.31% (n = 340,000) | inhibition, % at 10 µM;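 active = inhibition above a set limit, near 3 SD of compounds lacking own fluorescence, cut at about 54% in these data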;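 also: plate controls were DMSO wells for no effect and 5 µM unlabelled arrestin peptide for full effect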
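System: GST-AP2 R879A glutathione beads. Medium: PBS with 0.05% Tween 20 and 0.1% BSA. Also added: FITC-arrestin peptide, 50 nM. Incubation: 12 min plus 1 h, RT. Measured by: high-throughput flow cytometry of beads, ex 488, em 535 nm. Evaluation: percent drop in bead-associated FITC signal.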
MOR-DOR inv ag: inverse agonist of human OPRM1-OPRD1 heterodimerization. inhibition, % at 9.3 µM. P35372+P41143. AID 504357. actives 0.21% (n = 340,000). cell-based MOR-DOR heterodimer luminescence, inverse agonism; in the data active = inhibition above about 22%, passing the limit was not always enough;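 also: 0% = cells with DMSO and 100% = wells without cells with DMSO; values of inactives mirror those of a sister screen read the other way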
Mot1-301 SUMO: SUMOylation pathway inhibition by Mot1-301 growth rescue | S. cerevisiae Mot1-301 growth rescue, ATP luminescence, 38.5C; percent above DMSO median, 100 means doubled | growth rescue, % at 18.8 µM | actives 1% (n = 320,000) | AID 2716;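 active = every valid replicate shows activation above 250% relative to neutral control wells; inactive = the rest, any valid replicate at or below 250%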;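 also: OY570 slx delta 5 strain wells were the positive control but not used for scaling; some compounds called inactive have numbers as strong as hits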
MOR-DOR ag: OPRM1-OPRD1 heterodimerization agonism; AID 504326; activation, % at 9.3 µM; actives 0.3% (n = 340,000); cells, luminescence; P35372+P41143; in the data active = activation above about 18%;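 also: 0% = vehicle-treated cells and 100% = reference agonist; values of inactives mirror those of a sister screen read the other way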
Tat export inh: inhibitors of E. coli Tat protein transport. E. coli MC4100 TorA-mCherry Tat export, fluorescence. inhibition, % at 10 µM. actives 0.036% (n = 340,000). AID 488895;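 active = mean replicate inhibition at least 50% and at least half of replicates individually reaching 50%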;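 also: exported cargo escapes ClpAP degradation while cytoplasmic cargo is degraded and loses fluorescence; 0% = median of neutral control wells and 100% = median of NaSCN control wells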
E coli growth: bacterial growth inhibition, counter-screen for AddAB inhibitors; inhibition, % at 11.9 µM; AID 449728; E. coli V3065 growth, OD600 absorbance, 18 h; actives 0.27% (n = 330,000);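 active = inhibition above the campaign's mean inhibition across all tested compounds plus 3 SD, cut at about 9.9% in these data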;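 also: uninfected addAB+ strain grown without phage in ampicillin broth; 0% = DMSO wells and 100% = ciprofloxacin 0.95 µg/ml wells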
phage Ecoli inh: E. coli growth loss with phage present | inhibition, % at 11.9 µM | growth absorbance | actives 0.26% (n = 360,000); in the data active = inhibition above about 11%
PKA-R1A activ: activates the PKA-R1A holoenzyme complex | P00514+P68181 | PKA-R1A dissociation, Cy5-IP20 fluorescence polarization; scaled: DMSO 0%, 113 µM cGMP 100% | activation, % at 11.4 µM | actives 0.083% (n = 340,000) | AID 504707;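 active = percent activation above the mean of all tested compounds plus 3 SD, cut at about 19% in these data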;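 also: higher means more PKAc released from R1A so a rise in polarization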
PfHsp90 yeast 2: growth inhibition of yeast expressing Plasmodium Hsp90 | S. cerevisiae expressing PfHsp90, BacTiter-Glo ATP, 48 h; yeast lacking PDR1 and PDR3 efflux regulators | inhibition, % at 9.4 µM | actives 0.32% (n = 310,000);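 active = every replicate shows inhibition above about 80%, whatever the replicate mean, limit read from the data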;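 also: 0% = DMSO neutral controls and 100% = 20 µM radicicol positive controls; yeast relying on Plasmodium falciparum Hsp90 in place of its own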
The depositor's hits bear a star; i = inactive; . = not tested or not shown.

Compound	Arrestin-AP2 inh	Pemphigus Ab inh	PfHsp90 yeast 2	AddAB inh	E coli growth	Mot1-301 SUMO	Tat export inh	MOR-DOR inv ag	PKA-R1A activ	MOR-DOR ag	phage Ecoli inh
Cc1ccc(S(=O)(=O)N2CCN(C(=O)CN3CCOCC3)C2)cc1	0	107	-8	2.1	3.2	202	0	10	1	-1.7	2.7
Cc1ccccc1S(=O)(=O)Cc1ccc(C(=O)N2CCN(c3ncccn3)CC2)o1	-4	98	-6	-1.4	-2.5	-3	-3	6	5	-1.1	0.7
NC(=O)COn1c(SCC(N)=O)nc2ccccc2c1=O	0	107	8	5.7	0.7	-19	4	12	5	-2.4	3.3
CC(NC(=O)COc1ccc(-c2ccccc2)cc1)C1CCCO1 (stereo not drawn)	7	111	51	1.4	0.2	-4	8	6	6	-1.2	0.2
COc1ccc2nc(NC(=O)c3ccco3)sc2c1	31	113	59	3.0	0.5	-20	3	0	-6	0.0	0.0
CCc1ccc(-c2cc(C)no2)cc1S(=O)(=O)N1CCN(C(=O)c2ccco2)CC1	10	.	1	0.1	0.6	14	19	7	-18	-1.3	1.1
O=C(O)Cn1cc(/C=N/Nc2ccc([N+](=O)[O-])cn2)c2ccccc21	7	104	2	.	.	5	-6	18	-4	-3.8	0.9
O=C1c2ccccc2-c2nnc(-c3ccc(O)cc3)cc21	-7	91	9	-1.6	-4.9	-42	-1	18	3	-3.9	-0.4
C/C(CC(=O)Nc1ccc([N+](=O)[O-])cc1)=N\NC(=O)c1ccccc1O	6	129	-22	3.3	-0.3	-10	-7	19	2	-3.8	3.1
Cc1oc2ccc(OS(C)(=O)=O)cc2c1C(=O)OC(C)C	-23	96	-5	0.0	-2.4	-18	-12	16	-3	-3.1	3.8
O=C(O)CCNS(=O)(=O)c1ccccc1	3	111	-15	3.6	0.7	-9	-22	12	4	-2.6	1.6
CCn1c(SCC(=O)N2CCCc3ccccc32)nnc1-c1ccoc1C	-8	101	8	-1.3	-1.4	-13	-4	11	-15	-1.8	4.5
COc1cccc(N(CC(=O)N2CCN(C)CC2)S(=O)(=O)c2ccccc2)c1	15	99	.	-0.5	0.7	-16	-7	3	-1	-0.5	-0.2
O=c1[nH]c(CN2CCN(S(=O)(=O)/C=C/c3ccccc3)CC2)nc2ccccc12	-9	119	.	1.7	0.4	3	5	11	4	-2.3	0.6
COc1ccc(NS(=O)(=O)c2cccc(C(=O)NNC(=O)CNC(=O)c3ccc(C)cc3)c2)cc1	-4	100	16	-1.5	-0.2	0	8	9	6	-1.5	1.3
CCOC(=O)C1(Cc2ccccc2C)CCCN(C(=O)c2ccoc2)C1 (stereo not drawn)	21	107	6	3.2	1.7	1	2	21	-2	-3.8	1.6
CC(=O)c1c(C)[nH]c(C(=O)C(C)Sc2nnc(NC3CC3)s2)c1C (stereo not drawn)	5	107	-23	-0.3	-0.2	31	13	5	-1	-1.4	0.9
COc1ccc(N2C(=O)CSC2c2ccc(F)c(F)c2)cc1 (stereo not drawn)	-15	98	-13	1.8	-1.0	139	18	14	6	-3.1	-0.1
COc1ccc(CN2C(=O)c3ccccc3C2C(=O)NC2CCCC(C)C2C)c(OC)c1 (stereo not drawn)	-4	99	-19	.	.	.	3	16	-12	-3.1	0.5
Cc1onc(-c2ccccc2Cl)c1C(=O)OCC(=O)c1c(N)n(C)c(=O)n(C)c1=O	-24	105	6	0.2	-1.8	2	10	7	-6	-1.3	2.8
O=C(O)c1ccc(CNC(=O)c2ccc(C(F)(F)F)cc2)cc1	11	94	-21	2.6	2.7	-2	-4	11	0	-1.9	3.4
Oc1cccc(/C=N/n2c(C3CCCCC3)n[nH]c2=S)c1	26	99	27	-1.7	-3.4	3	-10	-18	5	3.9	-0.3
CCOC(=O)CSc1n[nH]c(-c2cccnc2)n1	0	103	8	2.7	0.3	19	5	0	-1	0.0	2.0
O=S1(=O)C=CC(Nc2ccccc2)C1 (stereo not drawn)	7	100	8	3.7	0.8	44	-13	4	-12	-0.8	0.7
COc1cc(/C=C2\C(=N)N3N=C(S(C)(=O)=O)SC3=NC2=O)ccc1OCCOc1ccc(C)cc1	12	.	17	-1.1	-0.5	-3	4	17	2	-3.8	0.9

Some of these compounds in order of their number in MOR-DOR ag, ascending:
SMILES	Arrestin-AP2 inh	Pemphigus Ab inh	AddAB inh	Mot1-301 SUMO	Tat export inh	MOR-DOR inv ag	PKA-R1A activ	MOR-DOR ag	phage Ecoli inh
C/C(CC(=O)Nc1ccc([N+](=O)[O-])cc1)=N\NC(=O)c1ccccc1O	6	129	3.3	-10	-7	19	2	-3.8	3.1
CC(NC(=O)COc1ccc(-c2ccccc2)cc1)C1CCCO1 (stereo not drawn)	7	111	1.4	-4	8	6	6	-1.2	0.2
CCOC(=O)CSc1n[nH]c(-c2cccnc2)n1	0	103	2.7	19	5	0	-1	0.0	2.0

Next structures
Compound	Arrestin-AP2 inh	Pemphigus Ab inh	PfHsp90 yeast 2	AddAB inh	E coli growth	Mot1-301 SUMO	Tat export inh	MOR-DOR inv ag	PKA-R1A activ	MOR-DOR ag	phage Ecoli inh
Cc1cc(C(=O)N2CCCC(N3CCN(Cc4ccc5c(c4)OCO5)CC3)C2)n[nH]1 (stereo not drawn)	0	95	20	-1.4	-3.4	-7	-2	11	5	-2.2	3.8
CC1CCN(C(=O)c2ccc(N3C(=O)C4CCC(C)CC4C3=O)cc2)CC1 (stereo not drawn)	-6	.	3	3.9	4.1	-16	-7	3	-8	-0.7	2.1
O=C(C1CC1)N1CCc2cc(Br)cc(S(=O)(=O)NCc3ccco3)c21	20	.	-9	3.9	2.0	-14	-5	15	-8	-2.4	0.2
Cc1ccccc1-c1nnn(CC(=O)Nc2ccc3c(c2)OCO3)n1	12	110	-2	0.9	-1.8	5	0	-9	3	1.7	5.3
Cc1cc(C(=O)OCC(=O)N2CC(C)OC(C)C2)c(C)n1-c1ccccc1 (stereo not drawn)	3	98	-13	0.2	-1.4	0	-12	5	2	-1.1	-0.6
CN(Cc1ccc(Cl)cc1)C(=O)CCl	-5	103	-18	2.8	0.8	-16	-7	5	-6	-1.1	3.0
O=C(CCc1nc2ccccc2c(=O)[nH]1)OCc1ccc(Cl)cc1Cl	7	38	-11	2.1	1.8	8	2	-13	-5	2.5	1.6
Cc1nnc(N/N=C/c2cccs2)[nH]c1=O	4	99	7	-0.5	0.0	2	-4	15	-4	-2.9	1.6
CC1CCCN(C(=O)CNC(=O)Cn2ccc3ccccc3c2=O)C1 (stereo not drawn)	20	97	-11	2.2	1.2	10	1	6	-8	-1.1	3.4
Cc1ccc(OCC(=O)Nc2nnc(-c3ccco3)s2)cc1	30	83	-6	1.6	-4.1	26	3	-7	-1	1.4	-1.4
CCOCCCNC(=O)c1cc2sc(Cl)cc2n1CC	4	97	32	0.5	0.8	-5	13	3	2	-0.6	3.0
CCNC(=O)CSc1nc2ccccc2c(=O)n1-c1cc(OC)ccc1OC	0	103	-41	-2.0	-1.1	25	-3	7	0	-1.3	2.8
Cc1ccc(CN2CCN(C(=O)c3cccc4ccccc34)CC2)cc1	-10	113	6	.	.	30	-6	-9	-5	1.6	1.5
Cc1cc(S(=O)(=O)NCc2ccc(N3CCN(C)CC3)cc2)c(C)s1	9	107	.	-0.2	-1.4	26	.	.	.	.	0.7
CN(C)CCNS(=O)(=O)c1ccc(N2CCc3ccccc32)c([N+](=O)[O-])c1	-3	.	4	1.1	-1.1	i	9	17	-3	-2.7	0.2
O=C1OCCN1C(=O)[C@H]1[C@H](c2ccccc2)C(c2ccccc2)=NN1c1ccccc1	7	91	-8	1.1	0.2	.	-6	3	-9	-0.5	3.8
O=C(Nc1ccc(OCC(F)(F)C(F)F)c(C(F)(F)F)c1)c1ccc(Cl)cc1	4	104	68	3.1	4.7	9	-5	-74	-7	12	9.4
O=C(NCCOCCOCCNC(=O)c1cccnc1)c1cccnc1	-7	102	8	1.0	-0.1	-2	-1	-13	-2	2.2	0.3
C=CCn1c(SCC(=O)c2c(N)n(C)c(=O)n(C)c2=O)nnc1-c1ccncc1	27	98	-38	-0.8	-1.4	144	1	3	-10	-0.5	4.5
COc1ccc2c(c1)C(=O)N(c1ccc(C)cc1)C(=O)C2	36	101	-15	2.7	0.5	-5	6	11	-1	-2.4	1.1
CCn1cc(CCC(=O)NCc2ccc(F)cc2)c2ccccc21	-9	101	-9	-2.7	-0.9	9	0	-14	-8	2.7	3.7
O=C(c1cc2nc(-c3ccco3)cc(C(F)(F)F)n2n1)N1CCN(c2ccccn2)CC1	2	97	-6	4.2	-0.2	247	-6	-7	-3	1.2	0.5
O=C(CN1CCN(S(=O)(=O)c2ccc(Br)cc2)CC1)N/N=C/c1ccncc1	-5	108	-50	1.2	0.1	-35	7	4	-4	-0.8	0.8
CC(Sc1nnc(-c2cccs2)n1-c1ccccc1)C(=O)NCc1ccco1 (stereo not drawn)	-2	105	-4	0.6	-3.1	-16	-1	5	8	-1.1	-0.3
CC1=C(C(=O)Nc2ccccc2)C(c2cccs2)C(C#N)=C(SCC#N)N1 (stereo not drawn)	10	75	22	1.8	-1.7	902	-3	6	-4	-1.1	0.8
c1cc(Nc2ncnc3sc4c(c23)CCC4)ccn1	-24	102	2	5.4	-1.3	-18	21	0	-2	-0.1	3.1

Screening data (PubChem BioAssay)
